Screening data (PubChem BioAssay)
Hsp70 displacement: small molecules displacing fluorescent ligand from Hsp70 – biochemical, fluorescence polarization, primary screen (AID 583); displacement, % at 20 µM; hits with a dose series show IC50 in µM; 0.06% of 140,000 active; Hsp70 fluorescence polarization probe displacement, mP; higher % means a stronger effect; in the data active means displacement above about 50%;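 further: plate controls were vehicle for no effect and reference ligand for full effect; a part of the inactive calls stands beside numbers as strong as those of hits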
MKP-3 inhibition: MKP-3 phosphatase inhibitors, primary screen, biochemical, rat enzyme, in vitro (AID 425); recombinant MKP-3 phosphatase activity, fluorescence; higher % means a stronger effect; inhibition, % at 20 µM; hits with a dose series show IC50 in µM; 0.17% of 110,000 active; in the data active means inhibition above about 50%;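 further: plate controls were vehicle for no effect and reference inhibitor for full effect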
Starred values were filed as active, the others as inactive; / = no result given; & = joins results of further samples. An excerpt (hit frequency here may not be typical).

SMILES | Hsp70 displacement | MKP-3 inhibition
O=C(c1n[nH]c2c1CCCC2)n1ccnc1 | 8.2% | 5%
O=C(CCN1CCCC1)NCC1COc2ccccc2O1 (centres undefined) | 3.8% | 0%
CCc1cc2c(=O)c(-c3nc4ccccc4s3)coc2cc1OS(C)(=O)=O | 0.7% | 0%
CCn1ncc(Br)c1C(=O)Nc1ccccc1C(=O)OC | 3.0% | /
COC(=O)c1[nH]c2ccccc2c1NS(=O)(=O)c1ccc(OC)cc1OC | 2.1% | 3%
Cc1cc(NCc2ccco2)nc2cc(O)ccc12 | 6.2% | -8%
CC1CCN(CC(=O)Nc2ccccc2C#N)CC1 | -0.3% | 3%
COc1ccc(C(=O)Nc2ccc(O)c(-c3nc4ccccc4o3)c2)cc1OC | 2.6% | 2%
O=C(Nc1cccc(I)c1)c1ccccc1C(F)(F)F | -0.6% | 0%
CC(C)(C)c1ccc(/C=C/C(=O)Nc2ccc([N+](=O)[O-])cc2)cc1 | -4.7% | 6%
CCOc1cc(/C=N\n2cnnc2)ccc1OCCOCCOc1ccc(C)cc1 | -1.3% | 2%
O=C(CCc1ccccc1)Nc1cc([N+](=O)[O-])ccc1F | 2.2% | 5%
COc1ccccc1C(NC(=O)Cc1ccccc1)c1ccc2cccnc2c1O (centres undefined) | -2.8% | 2%
CN(C)c1ccc(C2/C(=C(\O)c3ccc(F)cc3)C(=O)C(=O)N2CCCCCC(=O)O)cc1 (centres undefined) | 2.1% | 5%
COc1ccc(NC(=O)CN(CCc2ccccc2)S(=O)(=O)c2ccccc2)cc1Cl | -5.4% | 4%
Cc1cc(NC(=O)c2ccc(NC(=O)CC(C)C)cc2)no1 | 3.2% | /
CNC(=O)c1c(O)c2cccc3c2n(c1=O)CC3 | 3.0% | -9%
Cn1c(=O)n(Cc2ccco2)c(=N)c2c3c(sc21)CCC3 | -2.6% | 5%
O=C(CCCN1C(=O)c2cccc3cccc(c23)C1=O)N1CCN(C/C=C/c2ccccc2)CC1 | -3.4% | 5%
Cc1ccccc1Cn1c(=N)n(CC(=O)c2ccco2)c2ccccc21 | 3.0% | -6%
O=C(CCN1C(=O)S/C(=C\c2ccccc2)C1=O)N1CCOCC1 | -1.8% | 2%
CCOC(=O)C(C)Sc1nnc(-c2ccccc2O)n1-c1ccc(C)cc1 (centres undefined) | 2.3% | -2%
COc1cc(/C=C2/C(C)=C(C#N)c3nc(N)c(C#N)c(C)c32)c([N+](=O)[O-])cc1OC | -3.4% | 3%
COc1ccc(N(CC(=O)Nc2ccc(Cl)cc2)S(=O)(=O)c2ccc(C)cc2)cc1 | 1.6% | 1%
CCOC(=O)C1CCN(c2c(N3CCN(c4ccccc4OC)CC3)c(=O)c2=O)CC1 | -1.9% | -1%
CCOC(=O)C(N)Cc1ccc(O)c([N+](=O)[O-])c1 (centres undefined) | -6.2% | -2%
O=C(CSc1nnc(CNc2cccc(Cl)c2)o1)OC1CCCCC1 | -2.5% | /
COc1ccccc1CC(=O)Nc1cc(Cl)ccc1O | -4.1% | /
O=C(Nc1cnn(Cc2ccc(F)cc2)c1)c1cnccn1 | 3.8% | -4%
Cc1ccc(S(=O)(=O)N2CCN(S(=O)(=O)c3ccc4c(c3)OCCO4)CC2)cc1 | 9.9% | -1%
Cc1ccc2nc(NC(=O)C3CCCN3C(=O)OC(C)(C)C)sc2c1 (centres undefined) | 4.2% | -6%
COc1cccc(N2C(=O)N(c3ccccc3Cl)C3CS(=O)(=O)CC32)c1 (centres undefined) | 0.7% | 4%
O=C1C2CCCN2C(c2ccccc2)N1c1ccc(F)cc1 (centres undefined) | 0.4% | 6%
Cc1[nH]c2ccccc2c(=O)c1CN1CCCCC1 | 6.7% | -8%
O=C(c1ccc(Cn2c(=O)[nH]c3ccccc3c2=O)cc1)N1CCN(c2ccccn2)CC1 | -3.5% | -10%
CS(=O)(=O)N(CC(=O)N1CCN(Cc2ccccc2)CC1)c1ccc2c(c1)OCCO2 | -1.3% | /
CCCCOC(=O)c1ccc(N2CCOCC2)cc1 | -4.2% | -1%
COc1ccc(/C=N/Nc2ncc(Br)cn2)cc1 | 2.4% | 2%
Cc1ccc2nc(/N=C(/N)NC(=O)Cc3ccccc3)nc(C)c2c1 | 1.2% | 2%
CCOC(=O)c1[nH]c(COC(=O)CCCOc2ccccc2)c(C(=O)OCC)c1C | -0.1% | -10%
Cn1nc(CC(=O)NCc2ccc(C(F)(F)F)cc2)c2ccccc2c1=O | 0.2% | /
O=C(Nc1cccc(C(F)(F)F)c1)c1nn2c(c1Cl)NC(c1ccccc1)CC2C(F)(F)F (centres undefined) | 7.4% | -3%
O=C(Cc1ccccc1)Nc1cccc(NC(=O)c2ccc(Cl)cc2Cl)c1 | -1.6% | -1%
Cc1ccc(C(=O)Nc2ccccc2C(=O)NC(Cc2ccccc2)C(=O)O)cc1 (centres undefined) | -4.2% | 0%
Cc1ccc(NC(=O)N2C(=O)C3(OCCO3)c3ccccc32)cc1 | -3.4% | -1%
CCOC(=O)N1CCN(C(=O)C2CCCN(S(=O)(=O)c3ccc(C)cc3)C2)CC1 (centres undefined) | 4.0% | /
CC(C(=O)N1CCCc2c1c(=O)oc1ccc(O)cc21)N1CCc2ccccc2C1 (centres undefined) | -5.3% | -1%
O=C1CCOc2cc(OCc3ccccc3)ccc21 | -1.6% | /
Cc1cc(OCCNCCO)cc(C)c1Cl | 1.4% | -3%
CCC(C)c1ccc(NC(=O)c2cccnc2)cc1 (centres undefined) | 0.3% | 3%
COc1cc(S(=O)(=O)N2CCCCC2)ccc1NC(=O)Cc1ccccc1 | 11% | /
CCC(NC(C)C)C(O)c1ccc(O)c(O)c1 (centres undefined) | 22% | 16%
CC1=C(C(=O)OC(C)C)C(C2CC=CCC2)NC(=O)N1 (centres undefined) | 3.4% | -17%
Cc1ccc(NCC(=O)N/N=C\c2cc(Cl)cc(Br)c2O)cc1 | 1.6% | 0%
COc1ccc(NC(=O)CCN2C(=O)/C(=C/c3ccc(F)cc3)SC2=S)cc1 | -2.7% | 5%
O=C(Nc1ccccc1C(=O)Nc1ccncc1)c1ccccc1 | / | 1%
Cc1ccc(N2CCN(c3cc(C)nc4c5c(C)cc(C)nc5nn34)CC2)cc1 | 1.5% | -4%
CC1CCN(CCCn2c(=S)[nH]c3ccc(N4CCOCC4)cc3c2=O)CC1 | 12% | -3%
COc1cc(C(=O)Nc2ccc(/C=C/C(=O)c3ccccc3)cc2)cc(OC)c1OC | -3.4% | 8%
CCC(C)(C)n1nnnc1C(C(C)C)N1CCSCC1 (centres undefined) | 8.0% | -5%
Going on with the list:
SMILES | Hsp70 displacement | MKP-3 inhibition
CCOC(=O)C1=C(C)NC(=O)NC1c1ccc(N(C)C)cc1 (centres undefined) | -1.0%&0.2% | 4%&0%
O=C(O)C1CC=CCC1C(=O)Nc1cccc(O)c1 (centres undefined) | -3.6% | 0%
OCc1ccccc1CNCc1ccccc1 | 3.8% | 2%
O=C(OCC(=O)N1CCN(c2ccccc2)CC1)c1ccc2ncsc2c1 | -7.2% | -2%
Cc1cc(C)c(NC(=O)C(C)Oc2cccc(Cl)c2)c(C)c1 (centres undefined) | -1.8% | 2%
COCCNC(=O)COc1ccc(Oc2ccccc2)cc1 | 0.7% | /
CCOc1ccc(/C=C(\NC(=O)c2cccc(Br)c2)C(=O)N2CCCCCC2)cc1 | 11% | 1%
CCC(C)[C@H](NC(=O)Nc1ccc(C(C)=O)cc1)C(=O)OC (some centres undefined) | -2.8% | -11%
O=C(COC(=O)c1ccccc1OCc1ccc(Cl)cc1)NC1CC1 | 5.4% | /
Cc1c(OCC(=O)c2ccccc2)ccc2c3c(c(=O)oc12)CCC3 | -4.9% | 6%
Nc1ccc(C(=O)Nc2nc3ccccc3s2)cc1 | -5.2% | -6%
COC(=O)c1sccc1NC(=O)Cn1cnc2c1c(=O)n(C)c(=O)n2C | -1.2% | 5%
O=C1c2ccccc2C(Nc2ccc(S(=O)(=O)N3CCCCC3)cc2)N1c1ccccn1 (centres undefined) | -2.8% | -10%
COc1ccc(-c2cc(C(=O)Nc3ccccc3SC)no2)cc1OC | 2.7% | 3%
CCOCCOC(=O)C1=C(C)NC2=C(C(=O)CCC2)C1c1ccc(OC)c(O)c1 (centres undefined) | 16% | 4%
Cn1c(Cn2c(=O)sc3ccccc32)nnc1SCC(=O)N1CCc2ccccc21 | 7.2% | -3%
CCOC(=O)C(CCOCCOc1c(Cl)cc(Cl)cc1Cl)C(=O)OCC | -0.6% | 3%
O=S(=O)(c1ccc(C2=CSC3=NCCN23)cc1)N1CCCCC1 | 2.9% | 1%
O=C(O)CCC1(C(=O)O)OCCc2ccccc21 (centres undefined) | 1.0% | 4%
O=C(C1CCN(S(=O)(=O)Cc2ccccc2)CC1)N1CCN(c2ncccn2)CC1 | 4.5% | -7%
O=C(CN1C(=O)C2(OCCO2)c2ccccc21)c1ccc(F)cc1 | 2.9% | -6%
N/C(Cc1cccc2ccccc12)=N\OC(=O)c1cccs1 | 14% | 18%
Cc1ccc(-c2noc(C3CCN(S(C)(=O)=O)CC3)n2)o1 | 4.7% | 4%
CCCOc1ccc(C2c3c(oc4ccccc4c3=O)C(=O)N2CCN(CC)CC)cc1OC (centres undefined) | 2.2% | -7%
O=c1/c(=C/c2cccc(C(F)(F)F)c2)sc2nc3ccccc3n12 | 4.5% | 0%
COc1ccc(C(N)=O)cc1NC(=O)c1cc(C(F)(F)F)cc(C(F)(F)F)c1 | -3.9% | 1%
CCN=C(Nc1ccc2c(c1)OCO2)SC1CC(=O)N(c2ccc(OC)cc2)C1=O (centres undefined) | -5.6% | /
O=C(CSc1n[nH]c(=O)[nH]c1=O)c1ccccc1[N+](=O)[O-] | -2.5% | 4%
Cc1cc(C(=O)Nc2ccc(N3CCOCC3)cc2)c2ccccc2n1 | -4.8% | -10%
O=C(NC1CCCCC1)C(c1cccs1)N(Cc1cccs1)C(=O)c1ccco1 (centres undefined) | -4.1% | -11%
COc1ccc(Cn2nnnc2CN(Cc2cc3ccc(C)cc3[nH]c2=O)C2CCCC2)cc1 | -1.6% | -8%
Cc1ccccc1C(=O)NCCN=C1NS(=O)(=O)c2ccccc21 | / | -11%
O=C(O)c1cc(-c2cccc([N+](=O)[O-])c2)nc2ccccc12 | 5.4% | 1%
CC1=NN(c2ccc(C)cc2)C(=O)/C1=C\c1ccc2c(c1)OCO2 | 6.4% | 3%
CCCN1CCN(C(=O)Cn2ncc3ccccc32)CC1 | -7.6% | 7%
Nc1nnc(SCc2ccc(Cl)c(Cl)c2)s1 | 0.3% | 4%

Grouped by structure, those above containing a Cl atom.
SMILES | Hsp70 displacement | MKP-3 inhibition
COc1ccc(NC(=O)CN(CCc2ccccc2)S(=O)(=O)c2ccccc2)cc1Cl | -5.4% | 4%
COc1ccc(N(CC(=O)Nc2ccc(Cl)cc2)S(=O)(=O)c2ccc(C)cc2)cc1 | 1.6% | 1%
O=C(CSc1nnc(CNc2cccc(Cl)c2)o1)OC1CCCCC1 | -2.5% | /
COc1ccccc1CC(=O)Nc1cc(Cl)ccc1O | -4.1% | /
COc1cccc(N2C(=O)N(c3ccccc3Cl)C3CS(=O)(=O)CC32)c1 (centres undefined) | 0.7% | 4%
O=C(Nc1cccc(C(F)(F)F)c1)c1nn2c(c1Cl)NC(c1ccccc1)CC2C(F)(F)F (centres undefined) | 7.4% | -3%
O=C(Cc1ccccc1)Nc1cccc(NC(=O)c2ccc(Cl)cc2Cl)c1 | -1.6% | -1%
Cc1cc(OCCNCCO)cc(C)c1Cl | 1.4% | -3%
Cc1ccc(NCC(=O)N/N=C\c2cc(Cl)cc(Br)c2O)cc1 | 1.6% | 0%
Cc1cc(C)c(NC(=O)C(C)Oc2cccc(Cl)c2)c(C)c1 (centres undefined) | -1.8% | 2%
O=C(COC(=O)c1ccccc1OCc1ccc(Cl)cc1)NC1CC1 | 5.4% | /
CCOC(=O)C(CCOCCOc1c(Cl)cc(Cl)cc1Cl)C(=O)OCC | -0.6% | 3%
Nc1nnc(SCc2ccc(Cl)c(Cl)c2)s1 | 0.3% | 4%

(further entries)
SMILES | Hsp70 displacement | MKP-3 inhibition
CC(=O)Oc1cc(OC(C)=O)c2c(C)cc(=O)oc2c1 | 1.4%&5.0% | 2%&3%
O=C(COC(=O)c1ccc[nH]c1=O)c1ccc(Cl)s1 | -3.7% | -4%
c1coc(-c2nn3c(Cn4nnc5ccccc54)nnc3s2)c1 | 2.4% | -4%
CCC(C)C(=O)Nc1c2c(nc3c1CCC3)CCCC2 (centres undefined) | 1.5% | -10%
COc1ccccc1NC(=O)CSc1nc2ccc(N3C(=O)c4ccccc4C3=O)cc2s1 | 9.1% | 2%
COC(=O)c1cccc(Oc2nc3c(c(=O)n(C)c(=O)n3C)n2C(C)C)c1 | / | 9%
O=C1CSC2(CCCCC2)N1CCO | 1.6% | -13%
C=C(C)COc1ccc2c(CC)cc(=O)oc2c1 | -3.2% | 2%
COC(=O)c1ccc(NC2=CC(=O)CC(C)(C)C2)cc1 | -2.3% | -8%
Cc1ccc(NC(=O)c2cccc(N3C(=O)CCC3=O)c2)nc1 | 1.6% | -12%
CCC(=O)Nc1ccc(NC(=O)c2ccc(Cl)c(Cl)c2)cc1 | -0.1% | 6%
CC(C)OCCCNC(=O)c1cc2c(=O)n(C)c3ccccc3c2n1C | -2.9% | -1%
Cc1c(C#N)c(=O)ncn1-c1ccc(Br)cc1 | -1.1% | -1%
